Screening results (PubChem)
Wnt act: activates Wnt/beta-catenin signaling in a reporter cell assay | activation, % at 9.35 µM | activator, plate reader | AID 743398 | 300,000 tested, 1.2% active; in the data active = activation above about 30%, passing the limit was not always enough;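 also: 0% = neutral control wells and 100% = positive control wells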
cardiac RTF act: increases calcium sensitivity of human cardiac regulated thin filaments; 340,000 tested, 0.24% active; IANBD-labeled TnC RTF fluorescence at EC20 calcium; 0% EC20 calcium, 100% full calcium; activation, % at 7.2 µM;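 active = activation above the mean over all tested compounds plus 3 SD, cut at about 30% in these data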;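 also: rise in fluorescence read as greater calcium sensitivity of cardiac thin filaments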
OPRM1-OPRD1 inv: mu-delta opioid heterodimer inverse agonism; cell-based MOR-DOR heterodimer luminescence; inhibition, % at 9.3 µM; AID 504357; 340,000 tested, 0.21% active; in the data active = inhibition above about 22%, passing the limit was not always enough;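 also: 0% = cells with DMSO and 100% = wells without cells with DMSO; values of inactives mirror those of a sister screen read the other way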
Arr AP2 block: inhibitors of human beta-arrestin and AP2 interaction. 340,000 tested, 0.31% active. inhibition, % at 10 µM. FITC-arrestin peptide / GST-AP2 beads, flow cytometry; AP2 beta2 appendage carries R879A mutation. AID 504490;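 active = inhibition above a set limit, near 3 SD of compounds lacking own fluorescence, cut at about 54% in these data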;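 also: plate controls were DMSO wells for no effect and 5 µM unlabelled arrestin peptide for full effect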
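Assay system: GST-AP2 R879A bound to glutathione beads, E. coli-expressed; Medium: PBS with 0.05% Tween 20 and 0.1% BSA; Also added: fluorescein-tagged arrestin peptide at 50 nM final; Timing: 12 min plus 1 h, RT; Measured by: flow cytometry, FL1 (488/535 nm); Evaluation: percent drop in bead-associated FITC signal.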
V-ATPase pHluor: regulators of yeast V-ATPase proton transport; AID 504577; S. cerevisiae, pHLuorin cytosolic pH fluorescence; 350,000 tested, 0.37% active; response, % at 10 µM; in the data active = response mostly above about 7.3%, no sharp cut-off; inactive = mostly below about 5.4%; also: actives read high; inactives centre near 0; some compounds called inactive have numbers as strong as hits; reference of the scale not given here
MOR-DOR ag: OPRM1-OPRD1 heterodimerization agonism; activation, % at 9.3 µM; 340,000 tested, 0.3% active; cells, luminescence; in the data active = activation above about 18%;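 also: 0% = vehicle-treated cells and 100% = reference agonist; values of inactives mirror those of a sister screen read the other way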
Keap1 Nrf2 FP: disrupts human Keap1 binding to Nrf2 peptide. Q14145. Keap1 Kelch-Nrf2 peptide fluorescence polarization, 1536-well. inhibition, % at 9.4 µM. 340,000 tested, 0.15% active. AID 504523; in the data active = inhibition above about 12%;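 also: human Keap1 Kelch domain with fluorescein labeled Nrf2 9mer peptide probe; 0% = neutral control wells and 100% = peptide positive control; higher means more block of Keap1 binding to Nrf2 peptide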
Target sequence (Q14145 whole entry, looked up, the tested form may be a part): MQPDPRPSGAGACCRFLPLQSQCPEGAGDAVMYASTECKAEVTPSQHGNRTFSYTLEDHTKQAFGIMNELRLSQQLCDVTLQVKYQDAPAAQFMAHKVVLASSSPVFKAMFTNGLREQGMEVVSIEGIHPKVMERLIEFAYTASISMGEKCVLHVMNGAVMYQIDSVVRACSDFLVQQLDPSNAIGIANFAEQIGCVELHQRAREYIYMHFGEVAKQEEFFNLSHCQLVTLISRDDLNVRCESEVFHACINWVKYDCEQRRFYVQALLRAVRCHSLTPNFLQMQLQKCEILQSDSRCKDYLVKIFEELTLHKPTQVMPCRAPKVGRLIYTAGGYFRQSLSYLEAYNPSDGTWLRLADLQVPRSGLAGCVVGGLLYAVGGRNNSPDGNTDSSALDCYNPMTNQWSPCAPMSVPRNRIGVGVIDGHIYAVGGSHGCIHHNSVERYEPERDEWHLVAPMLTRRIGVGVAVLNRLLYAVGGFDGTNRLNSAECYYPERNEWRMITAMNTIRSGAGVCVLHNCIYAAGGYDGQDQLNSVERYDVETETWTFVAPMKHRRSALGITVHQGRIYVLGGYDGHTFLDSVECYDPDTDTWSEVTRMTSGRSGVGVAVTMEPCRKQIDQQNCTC
Pemphigus Ab inh: human desmoglein-3 autoantibody binding inhibition | P32926 | DSG3-coupled beads, scFv-anti-DSG3-GFP binding, flow cytometry; stronger effect = lower value | binding (percent of control), % at 10 µM | 310,000 tested, 0.48% active | AID 588358;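 active = binding more than 3 SD below its plate's average and above zero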;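 also: hits lower antibody fragment binding to DSG3; some compounds called inactive have numbers as strong as hits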
LANA DNA inh: blocks KSHV LANA C-terminal domain binding to DNA | MBP-C-LANA/FAM-LBS DNA binding, fluorescence polarization | inhibition, % at 9 µM | 340,000 tested, 0.078% active | AID 504423;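 active = highest replicate inhibition at or above 60% at 9 µM, even if other replicates fall short; inactive = all replicates below 60% inhibition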;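 also: 0% = neutral control wells and 100% = 4 µM acridine orange control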
RTF Ca sens inh: cardiac RTF calcium desensitization. IANBD-labeled cardiac RTF, Ca2+ fluorescence. inhibition, % at 7.15 µM. 340,000 tested, 0.12% active. AID 493244;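 active = inhibition above the mean inhibition of all tested compounds plus 3 SD, cut at about 17% in these data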;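 also: assay run at fixed EC70 calcium of 1.6 mM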
The depositor's hits bear a star; . = no result given.

Order of values – Wnt act	cardiac RTF act	OPRM1-OPRD1 inv	Arr AP2 block	V-ATPase pHluor	MOR-DOR ag	Keap1 Nrf2 FP	Pemphigus Ab inh	LANA DNA inh	RTF Ca sens inh
> Cc1nn(CCC#N)c(NC(=O)c2ccc(Cl)cc2Cl)c1P(=O)(Nc1ccc([N+](=O)[O-])cc1)N1CCOCC1 (centres undefined)
 : .	-4	7	25	0	-1.2	-2	104	-0.8	-1
> CC(=O)c1c(N2CCOCC2)nc2ccc(Br)cc2c1-c1ccccc1
 : 3	.	.	1	7	.	-4	99	-0.1	.
> O=C(NC(=S)Nc1ccc(CN2CCCCC2)cc1)c1ccco1
 : -1	9	15	36	1	-2.5	-4	101	0.4	1
> O=C(NC1CC1)C1=C[C@H](c2coc3ccccc3c2=O)C[C@H](OCc2ccc(CO)cc2)O1
 : -2	-1	10	24	1	-1.7	-1	104	1.5	-4
> CCOC(=O)c1cc(C#N)c(N2CCN(c3ccc(OC)cc3)CC2)[nH]c1=O
 : -1	-2	-13	-5	7	2.0	1	87	-0.1	-3
> COc1ccc(OC)c2sc(N3CCN(C(=O)c4ccc5ncsc5c4)CC3)nc12
 : -4	-3	16	-3	3	-3.1	-2	95	-0.2	3
> CCC(C)NC(=O)C(Sc1ccccc1)c1ccccc1 (centres undefined)
 : -4	-2	9	10	3	-1.2	-3	92	-0.7	-1
> C=CCNc1nc(NCCO)nc(N2CCCC2)n1
 : .	-4	11	-4	3	-1.8	0	.	-1.0	-2
> CC(C)(C)NC(=O)c1c(F)c(F)c(F)c(F)c1F
 : .	6	8	8	-4	-1.5	-6	131	-2.8	-1
> COc1ccc(C(CNC(=O)c2ccco2)N2CCOCC2)cc1 (centres undefined)
 : -1	-7	3	0	4	-0.7	2	.	0.0	-7

Random excerpt: 4 records from the list
Order of values – Wnt act	cardiac RTF act	OPRM1-OPRD1 inv	Arr AP2 block	V-ATPase pHluor	MOR-DOR ag	Keap1 Nrf2 FP	Pemphigus Ab inh	LANA DNA inh	RTF Ca sens inh
> CC(C)(C)NC(=O)c1c(F)c(F)c(F)c(F)c1F
 : .	6	8	8	-4	-1.5	-6	131	-2.8	-1
> COc1ccc(C(CNC(=O)c2ccco2)N2CCOCC2)cc1 (centres undefined)
 : -1	-7	3	0	4	-0.7	2	.	0.0	-7
> C=CCNc1nc(NCCO)nc(N2CCCC2)n1
 : .	-4	11	-4	3	-1.8	0	.	-1.0	-2
> CCOC(=O)c1cc(C#N)c(N2CCN(c3ccc(OC)cc3)CC2)[nH]c1=O
 : -1	-2	-13	-5	7	2.0	1	87	-0.1	-3

(list continues)
Order of values – Wnt act	cardiac RTF act	OPRM1-OPRD1 inv	Arr AP2 block	V-ATPase pHluor	MOR-DOR ag	Keap1 Nrf2 FP	Pemphigus Ab inh	LANA DNA inh	RTF Ca sens inh
> O=C(NN=Cc1ccccc1O)C(O)c1ccccc1 (centres undefined)
 : -2	-3	9	-1	-2	-1.8	-6	100	-1.1	-4
> O=C(c1cc(-c2ccccc2)nc2ccccc12)N1CCN(C2CCS(=O)(=O)C2)CC1 (centres undefined)
 : 1	0	-7	-2	6	1.4	-2	104	-1.6	4
> CC(C)(C)Nc1nc(OCC(F)(F)F)nc(OCC(F)(F)F)n1
 : 1	-1	-15	0	1	2.7	-3	93	3.9	-9
> c1ccc2c(c1)nnn2-c1ncnc2sc3c(c12)CCCC3
 : .	3	-9	0	-1	1.8	-10	109	-0.9	-8
> CN(C)CCN(C(=O)c1ccc2c(c1)OCCO2)c1nc2ccc(Cl)cc2s1
 : 9	-3	10	23	-1	-1.9	-3	98	-1.9	7
> COC(C[C@@H](O)[C@@H](C)[C@@H](O)COCc1ccccc1)OC
 : -1	11	8	1	-2	-1.4	-5	107	-2.2	-4
> Cn1c(NC(=O)c2ccc(F)cc2)c(-c2ccccn2)c(=O)c2ccccc21
 : -2	.	.	1	-1	.	.	106	.	.
> CCn1c(N2CCN(C(=S)NCC(C)C)CC2)nc2ccccc21
 : -4	-4	-1	-5	0	0.1	-1	99	0.8	-11
> OCCNc1nc(Nc2cccc(O)c2)nc2ccccc12
 : 0	-4	-17	7	1	3.2	-1	104	-1.8	-12
> O=C1CC(CC(=O)N/N=C/c2ccccc2[N+](=O)[O-])=NN1
 : .	4	17	14	-2	-3.8	-3	103	1.8	9
> COc1ccc([C@H]2CC(=O)C=C(/C=C/Cc3ccccc3)C2)cc1
 : 1	0	-13	19	1	2.4	-2	98	-4.2	-5
> Cc1cc(C)cc(NC(=O)C(NCC2CCCO2)c2ccccc2)c1 (centres undefined)
 : -7	5	0	3	1	-0.1	-7	101	0.2	1
> CCc1cccc(NC(=O)CCC(=O)O)c1
 : 2	-6	9	14	-1	-1.7	1	95	0.7	0
> O=C(CSCCNS(=O)(=O)c1ccccc1)Nc1ccccc1
 : -2	2	5	2	-1	-1.1	-1	102	-0.3	-12
> N=C(N)CCCOc1ccccc1-c1ccccc1
 : -1	-8	15	0	-1	-2.4	-10	95	2.2	5
> Cc1c(C(=O)OC(C)C)sc2nc[nH]c(=O)c12
 : .	2	-3	-3	2	0.5	-3	102	0.3	-13
> Cc1cc(NC(=O)CN(C)S(=O)(=O)c2cnc[nH]2)ccc1Br
 : 2	0	6	29	-5	-1.1	0	101	2.2	4
> COC(=O)C(C)(C(=O)OC)c1ccccc1[N+](=O)[O-]
 : -8	-3	16	4	4	-3.0	-2	98	0.8	-2
> O=C(CSc1nnc(-c2ccco2)n1CC1CCCO1)c1ccc(F)cc1 (centres undefined)
 : .	-5	5	20	1	-0.8	-1	100	0.8	-6
> Cc1cc(=O)oc2cc(OCC(=O)c3ccc4c(c3)NC(=O)CO4)ccc12
 : -1	0	16	-25	1	-3.2	2	88	-0.9	-3

Single records, from the list above.
Cc1c(C(=O)OC(C)C)sc2nc[nH]c(=O)c12 as listed: Wnt act = .; cardiac RTF act = 2; OPRM1-OPRD1 inv = -3; Arr AP2 block = -3; V-ATPase pHluor = 2; MOR-DOR ag = 0.5; Keap1 Nrf2 FP = -3; Pemphigus Ab inh = 102; LANA DNA inh = 0.3; RTF Ca sens inh = -13
Cc1cc(NC(=O)CN(C)S(=O)(=O)c2cnc[nH]2)ccc1Br as listed: Wnt act = 2; cardiac RTF act = 0; OPRM1-OPRD1 inv = 6; Arr AP2 block = 29; V-ATPase pHluor = -5; MOR-DOR ag = -1.1; Keap1 Nrf2 FP = 0; Pemphigus Ab inh = 101; LANA DNA inh = 2.2; RTF Ca sens inh = 4

More entries.
Order of values – Wnt act	cardiac RTF act	OPRM1-OPRD1 inv	Arr AP2 block	V-ATPase pHluor	MOR-DOR ag	Keap1 Nrf2 FP	Pemphigus Ab inh	LANA DNA inh	RTF Ca sens inh
> Cc1ccc(-c2nc3c(c(=O)c4ccccc4n3C)c(=O)n2-c2ccccc2)cc1
 : .	6	9	-15	4	-1.8	-2	.	0.2	-12
> Cc1ccc(N(CC(=O)NC2CCCCC2)S(=O)(=O)c2c(C)noc2C)cc1
 : -1	0	-5	39	-2	0.9	1	110	1.5	-8
> O=C(CNS(=O)(=O)c1ccccc1)NCc1cccnc1
 : 1	-3	6	1	3	-0.9	1	100	0.6	2
> Cc1cc(C)c(S(C)(=O)=O)c(=O)[nH]1
 : -8	14	16	13	1	-2.8	-4	105	0.2	-14
> CCc1ccc(CNC(=O)CCn2nc(C)c3c(C)n(-c4ccccc4)nc3c2=O)cc1
 : -1	1	16	-8	-2	-3.1	1	97	-0.4	-5
> Cc1ccc(NC2CCCN(C(=O)c3cccs3)C2)cc1C (centres undefined)
 : -2	10	6	6	1	-1.1	2	108	2.1	-4
> CCOc1ccc(C(C)=O)cc1CC(C(N)=O)C(N)=O
 : .	-2	2	-1	7	-0.3	-3	214	-0.4	-7
> O=C(c1ccccc1)N1CCN(C(=O)c2nn3c(C(F)(F)F)cc(-c4ccco4)nc3c2Br)CC1
 : -5	-7	7	3	-7	-1.4	0	97	1.0	-4
> CCOC(=O)N1CCN(C(=O)CSc2ncnc3ccccc23)CC1
 : -3	2	1	40	0	-0.3	-7	97	0.8	2
> Cc1nn(C)c(C)c1NC(=O)Nc1cccc(C(F)(F)F)c1
 : -1	-4	7	-32	0	-1.3	-1	97	0.9	-1
> CCOC(=O)CN[C@H]1CCC2C3CC=C4C[C@@H](O)CC[C@]4(C)C3CC[C@@]21C (some centres undefined)
 : 0	3	-20	12	0	4.5	-1	94	-2.2	-12
> CCN(CC(=O)Nc1ccc(NC(C)=O)cc1)C(=O)CSC(=S)N1CCCC1
 : -2	5	4	4	-2	-1.1	-8	99	-0.9	-4
> Cc1ccccc1CN(C)C(C)C(=O)NCc1ccccc1 (centres undefined)
 : -1	1	5	5	-1	-0.9	3	96	-0.3	-2
> Cc1noc(/C=C/N(C)C)c1S(=O)(=O)N1CCN(c2ccc(F)cc2)CC1
 : 0	-5	13	12	1	-2.6	-6	97	0.4	-8
> NC(=O)NNc1ncc(C(F)(F)F)cc1Cl
 : 4	-10	8	5	5	-1.6	4	89	0.4	5
> Cc1ccc(-c2ccc(=O)n(CC(=O)Nc3cccc(C(=O)N4CCN(C)CC4)c3)n2)cc1
 : .	0	4	2	0	-0.8	-2	.	-0.2	9
> CCn1nc(C)cc1C(=O)N1CCCC(C(=O)c2ccc(OC)cc2C)C1 (centres undefined)
 : -2	2	12	-24	-1	-2.3	-6	97	0.4	-4
> O=C(Nc1cc(C(F)(F)F)ccc1N1CCCCC1)c1ccc(Br)o1
 : .	-7	0	18	-1	0.0	-3	.	-1.6	-1
